From PubChem BioAssay
FEN1 inh = qHTS Assay for the Inhibitors of Human Flap endonuclease 1 (FEN1); hit rate 0.35% among 390,000; Potency, µM (titrated, usually from 114 µM), for the others: top-dose activity change, negative = inhibition, usual class: inhibitors; P39748; Recombinant FEN1 flap cleavage, fluorescence, 15 min; AID 588795, 2011; also: nearly all actives have a fitted effect of over 65% in size
Target sequence (P39748 whole entry, looked up): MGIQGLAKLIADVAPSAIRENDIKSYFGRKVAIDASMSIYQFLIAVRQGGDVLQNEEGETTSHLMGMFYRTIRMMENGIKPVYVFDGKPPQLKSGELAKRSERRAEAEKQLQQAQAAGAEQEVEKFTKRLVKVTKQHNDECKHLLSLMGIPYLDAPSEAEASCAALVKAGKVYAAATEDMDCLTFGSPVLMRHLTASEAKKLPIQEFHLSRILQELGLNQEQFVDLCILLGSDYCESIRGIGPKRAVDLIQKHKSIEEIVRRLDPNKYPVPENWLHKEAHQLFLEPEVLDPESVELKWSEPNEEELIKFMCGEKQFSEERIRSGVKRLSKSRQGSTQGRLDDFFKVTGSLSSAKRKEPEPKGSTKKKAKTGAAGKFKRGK
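Compounds are tested as a concentration series against 10 nM FEN1; after a 15 min room-temperature preincubation, 50 nM substrate starts cleavage, with plate reads at 0 and 15 min. Normalized responses are fitted by a Hill equation.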
N370S GC mod = qHTS Assay for Inhibitors and Activators of N370S glucocerebrosidase as a Potential Chaperone Treatment of Gaucher Disease. Lysosomal acid glucosylceramidase (Homo sapiens), P04062. AID 2101, 2009. Potency, µM (highest dose often 59.4 µM), for the others: at the highest dose activity change, negative = inhibition, most hits filed as inhibitors. N370S GC spleen homogenate, 4MU-glucoside fluorescence. hit rate 0.092% among 330,000;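 also: 0% = full enzyme activity and -100% = no enzyme basal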
KAT2A inh = qHTS Assay for Inhibitors of GCN5L2 | GCN5L2 HAT assay, ThioGlo1 CoA-SH fluorescence | Potency, µM (doses to about 58.9 µM), inactives show top-dose activity change, negative = inhibition, most hits filed as inhibitors | hit rate 0.21% among 390,000
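ThioGlo1-coupled HAT assay: 20nM GCN5L2, 70uM acetyl-CoA, 75uM H3(1-25) peptide, pH 7.5. Fluorescence read at 340/540nm at start and after 20 min at room temperature.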
* hit, by the source's call; ? = inconclusive; . = not tested or not shown; [ ] = dose if it differs, or a comment. Calls follow the shape of the dose curve; as a rule, active = well fitted curve in the direction sought with a large enough effect; inconclusive = small, poorly fitted or top-dose-only effect, or another doubt; inactive = no such curve, though single readings can be large; an effect the other way counts as inactive or inconclusive. Unless noted, % is scaled to controls: 0 for no effect and ±100 for the full control effect; potency is read from the fitted curve at half-maximal effect.

The opening 22 records (preview)
Values run as follows: FEN1 inh	N370S GC mod	KAT2A inh
Cc1ccccc1-c1nc2cc(NC(=O)c3cccc(OCCC(C)C)c3)ccc2o1
 : -1%	.	-8%
CCN(CC)c1ccc(NC(=O)c2cccnc2)cc1
 : 0%	3%	.
CCOC(=O)c1c(NC(=O)c2cc(-c3ccc(Br)cc3)on2)sc(C(C)=O)c1C
 : -2%	.	14%
COc1ccc(N/C(=N/c2nc(C)cc(C)n2)NC(=O)Nc2ccc(Cl)c(Cl)c2)c(OC)c1
 : -3%	20%	-1%
CC(=O)N1CCc2c(sc3c2c(=O)n(-c2ccc(C)cc2)c(=O)n3Cc2c(F)cccc2Cl)C1
 : -5%	.	0%
Cn1c(SCc2cc([N+](=O)[O-])cc3c2OCOC3)nnc1-c1ccccn1
 : -2%	1%	0%
COc1ccc(-n2ccsc2=S)cc1
 : -5%	-19%	-11%
CNc1ccnc(-c2ccccc2CN(C)C)n1
 : .	-9%	-2%
CCC(=O)N(Cc1c(C)nn(-c2ccccc2)c1Cl)c1ccc(Cl)cc1
 : 7%	2%	-7%
COc1ccc(S(=O)(=O)N2CCN(C(=O)c3sccc3-c3ccccc3)CC2)cc1
 : -6%	-18%	1%
COc1cccc(N(C(=O)c2snc(C(N)=O)c2N)C(C(=O)NCC2CCCO2)c2ccc(C)o2)c1 (stereo not drawn)
 : -1%	20%	-3%
O=C(c1ccc(Cl)cc1)[C@@H]1[C@@H]2C(=O)N(c3ccccc3)C(=O)[C@@H]2C2c3ccccc3C=NN21 (stereo partly drawn)
 : ?	5%	-3%
Cc1ccc(-n2nnnc2C2CCN(S(=O)(=O)c3ccc(OC(F)(F)F)cc3)CC2)cc1
 : 7%	.	0%
CCN(CC)CCNC(=O)c1ccc(NC(=O)c2cccc(S(=O)(=O)Nc3ccc(C)cc3)c2)cc1
 : 18%	-16%	-4%
O=C(c1ccsc1)N1CCN(C(=O)c2cccs2)CC1
 : -3%	4%	2%
CCn1cc(C(=O)NCc2cccs2)c(=O)c2ccc(C)nc21
 : 2%	22%	0%
C[C@@H]1CC=C[C@H]2[C@H]1C(=O)N(Cc1ccccc1)[C@H]2c1ccc(F)c(-c2ccc(N(C)C)cc2)c1
 : -17%	-1%	2%
CCOC(=O)/C(=N/Nc1ccc(Cl)cc1)S(=O)(=O)c1ccc(Cl)cc1
 : -7%	4%	-5%
Cc1ccc(NC(=O)N/C=C/c2ccco2)cc1C
 : -3%	-17%	9%
CCN=c1sc(C(=O)Nc2ccccc2)c(C)n1CC
 : -4%	-10%	-6%
CC1(c2ccccc2)CC(C)(C)N2C(=O)C3(C(C#N)=C(N)Oc4cc(O)ccc43)c3cccc1c32 (stereo not drawn)
 : ?	-20%	-9%
CCc1ccccc1NC(=O)NC1CC2CCC(C1)N2Cc1cccs1 (stereo not drawn)
 : 5%	0%	18%

Main list (from the top)
Values run as follows: FEN1 inh	N370S GC mod	KAT2A inh
Cc1ccccc1-c1nc2cc(NC(=O)c3cccc(OCCC(C)C)c3)ccc2o1
 : -1%	.	-8%
CCN(CC)c1ccc(NC(=O)c2cccnc2)cc1
 : 0%	3%	.
CCOC(=O)c1c(NC(=O)c2cc(-c3ccc(Br)cc3)on2)sc(C(C)=O)c1C
 : -2%	.	14%
COc1ccc(N/C(=N/c2nc(C)cc(C)n2)NC(=O)Nc2ccc(Cl)c(Cl)c2)c(OC)c1
 : -3%	20%	-1%
CC(=O)N1CCc2c(sc3c2c(=O)n(-c2ccc(C)cc2)c(=O)n3Cc2c(F)cccc2Cl)C1
 : -5%	.	0%
Cn1c(SCc2cc([N+](=O)[O-])cc3c2OCOC3)nnc1-c1ccccn1
 : -2%	1%	0%
COc1ccc(-n2ccsc2=S)cc1
 : -5%	-19%	-11%
CNc1ccnc(-c2ccccc2CN(C)C)n1
 : .	-9%	-2%
CCC(=O)N(Cc1c(C)nn(-c2ccccc2)c1Cl)c1ccc(Cl)cc1
 : 7%	2%	-7%
COc1ccc(S(=O)(=O)N2CCN(C(=O)c3sccc3-c3ccccc3)CC2)cc1
 : -6%	-18%	1%
COc1cccc(N(C(=O)c2snc(C(N)=O)c2N)C(C(=O)NCC2CCCO2)c2ccc(C)o2)c1 (stereo not drawn)
 : -1%	20%	-3%
O=C(c1ccc(Cl)cc1)[C@@H]1[C@@H]2C(=O)N(c3ccccc3)C(=O)[C@@H]2C2c3ccccc3C=NN21 (stereo partly drawn)
 : ?	5%	-3%
Cc1ccc(-n2nnnc2C2CCN(S(=O)(=O)c3ccc(OC(F)(F)F)cc3)CC2)cc1
 : 7%	.	0%
CCN(CC)CCNC(=O)c1ccc(NC(=O)c2cccc(S(=O)(=O)Nc3ccc(C)cc3)c2)cc1
 : 18%	-16%	-4%
O=C(c1ccsc1)N1CCN(C(=O)c2cccs2)CC1
 : -3%	4%	2%
CCn1cc(C(=O)NCc2cccs2)c(=O)c2ccc(C)nc21
 : 2%	22%	0%
C[C@@H]1CC=C[C@H]2[C@H]1C(=O)N(Cc1ccccc1)[C@H]2c1ccc(F)c(-c2ccc(N(C)C)cc2)c1
 : -17%	-1%	2%
CCOC(=O)/C(=N/Nc1ccc(Cl)cc1)S(=O)(=O)c1ccc(Cl)cc1
 : -7%	4%	-5%
Cc1ccc(NC(=O)N/C=C/c2ccco2)cc1C
 : -3%	-17%	9%
CCN=c1sc(C(=O)Nc2ccccc2)c(C)n1CC
 : -4%	-10%	-6%
CC1(c2ccccc2)CC(C)(C)N2C(=O)C3(C(C#N)=C(N)Oc4cc(O)ccc43)c3cccc1c32 (stereo not drawn)
 : ?	-20%	-9%
CCc1ccccc1NC(=O)NC1CC2CCC(C1)N2Cc1cccs1 (stereo not drawn)
 : 5%	0%	18%
O=C(NCc1ccc(Cl)cc1)C(=O)NCC1CCCN1S(=O)(=O)c1cccs1 (stereo not drawn)
 : 2%	0%	0%
CN(C(=O)COc1ccc([N+](=O)[O-])cc1)C1CCS(=O)(=O)C1 (stereo not drawn)
 : -11%	-2%	-23%
CCN1CCN(CC(=O)Nc2sc3c(c2C#N)CCC3)CC1
 : -4%	25%	-1%
C[C@H](CO)N1C[C@H](C)[C@@H](CN(C)Cc2ccc3c(c2)OCO3)Oc2c(NS(=O)(=O)c3cn(C)cn3)cccc2C1=O
 : 2%	.	0%
O=C1N(Cc2cccnc2)C[C@@H]2C[C@@H](c3ccc4nonc4c3)N3CCC[C@@]123
 : 9%	-1%	-9%
CC(C)Sc1nc2ccccc2n1CC(=O)O
 : -4%	3%	?
Cc1c(Br)c(C(N)=O)nn1C
 : -5%	23%	-6%
Cc1ccc(-c2cn3cccnc3n2)cc1NC(=O)Cc1ccccc1
 : 18%	.	-3%
CCOc1ccc(NC(=O)N(Cc2c[nH]c3ccccc23)C2CCCCCC2)cc1
 : 9%	.	-10%
CC(=O)Nc1ccc(OC(=O)Cc2ccc(Cl)cc2)cc1
 : 9%	7%	-5%
CCOC(=O)C1=C(C)Nc2ccccc2N=C1NC(=O)CCCN1C(=O)c2ccccc2C1=O
 : -5%	12%	-1%
Cc1cc(C)cc(NC(=O)C2C3C=CC4(O3)C2C(=O)N(CCCN2CCCCC2)C4C(=O)NC2CCCCC2)c1 (stereo not drawn)
 : -1%	-2%	-3%
COc1ccc(C(CNC(=O)C2CC(=O)N(Cc3ccccc3)C2)N2CCCC2)cc1 (stereo not drawn)
 : 1%	.	-2%
Cc1ccc2[nH]c(-c3ccc(F)cc3F)cc(=O)c2c1
 : .	10%[89.1 µM]	0%[88.6 µM]
COc1cccc(C(=O)Nc2ccc(NC(=O)C3C4C=CC(C4)C3C(=O)O)cc2)c1 (stereo not drawn)
 : 1%	-8%	-2%
CC/C(=N/NC(=O)c1ccccc1)c1ccc(OCCN2CCOCC2)cc1
 : 2%	-5%	4%
O=C(NCc1ccco1)c1ccc(COc2cccc3ccccc23)cc1
 : -19%	21%	-4%
CCN1C=C(C(=O)OC)C(c2cccc(C)c2)C(C(=O)OC)=C1
 : -5%	?	-20%
O=C(Nc1ccc(F)cc1)C1CC(=O)n2c(nc3ccccc32)N1 (stereo not drawn)
 : 10%	3%	-2%
COc1cc(OC)cc(-c2c(-c3cccs3)c3cc(-c4ccc(OC)c(OC)c4)ccc3n2C)c1
 : 15%	.	-6%
CCCC(CCC)=NNC(=O)c1ccccc1F
 : 7%	15%	-5%
CC(=O)NC1C(=O)N=C(SCC(=O)Nc2c(C)cccc2C)NC1=O (stereo not drawn)
 : -2%	-2%	-1%
CC1(C)OC(=O)C(=Cc2ccc(-c3ccc(Cl)c(C(=O)O)c3)o2)C(=O)O1
 : ?	-3%	?
COc1ccccc1C(=O)NC(=O)CSc1nnc(C)s1
 : -3%	-2%	0%
CCOCCn1c(=NC(=O)c2ccc3c(c2)OCCO3)sc2cc(OCC)ccc21
 : -7%	.	-16%
Cc1ccc(-c2cc3c(n2-c2ccc(C)cc2)CC(C)(C)CC3=O)cc1
 : -19%	.	-2%
CCOc1ccc(-c2nc(CSCC(=O)NCCN3CCOCC3)c(C)o2)cc1
 : -3%	-1%	-1%
Cc1ccc(C(=O)N2CCCC2)cc1S(=O)(=O)N1CCOCC1
 : 4%	9%	-2%

The list continues:
Values run as follows: FEN1 inh	N370S GC mod	KAT2A inh
COCCNC(=O)c1cccc(OC2CCN(Cc3ccc(OC(F)F)cc3)CC2)c1
 : -8%	-17%	-2%
C=CCn1c(SCC#N)nnc1-c1ccc2ncccc2c1
 : -9%	16%	-1%
CCn1c(=O)n(CC)c2cc(N3CCCC3)c(NC(=O)c3cccc(C)c3)cc21
 : 7%	2%	-7%
CCCCS(=O)(=O)NC1=NCN(Cc2ccco2)CN1
 : -4%	9%	37%[activator]
Cn1cc(S(=O)(=O)N2CCCCC2)cc1C(=O)Nc1ccc(OC(F)(F)F)cc1
 : 16%	.	0%
Cc1c(NS(C)(=O)=O)cccc1-c1nc2ccccc2s1
 : 13%	.	-13%
Cc1nn(C)c(C)c1CN(C)C(=O)c1nn2c(c1Br)NC(c1cccs1)CC2C(F)(F)F (stereo not drawn)
 : -6%	4%	0%
COc1ccc(-c2cn3nc(SCC(=O)Nc4ccccc4F)ccc3n2)cc1
 : -10%	.	-5%
CCCCNC(=S)Nc1ccc2nc3n(c(=O)c2c1)CCCCC3
 : -9%	9%	-3%
CCOC(=O)CNC(=O)C(Cc1ccccc1)NS(=O)(=O)c1cccs1 (stereo not drawn)
 : -7%	-1%	-3%
Cc1ccccc1C(=O)NC1CCN(Cc2nnnn2C2CCCC2)CC1
 : 0%	-11%	-6%
COc1cccc(OCC(O)CN2CCN(c3ccccn3)CC2)c1 (stereo not drawn)
 : 0%	-7%	3%
CS(=O)(=O)N(CCc1ccccc1)CC(=O)NCc1ccccn1
 : 6%	5%	1%
CC1=C(C(=O)Nc2cc(C(=O)NCCC(C)C)ccc2C)SCCO1
 : 16%	-7%	-2%
Cn1c(CO)cnc1S(=O)(=O)Cc1ccc([N+](=O)[O-])cc1
 : 0%	2%	-1%
CCCCc1cc(=O)oc2cc(OCC(=O)N3CCC(C(N)=O)CC3)ccc12
 : -13%	0%	15%
Cc1cccc(NC(=O)C(C)OC(=O)c2ccccc2NS(=O)(=O)c2cc(C)c(C)c([N+](=O)[O-])c2)c1 (stereo not drawn)
 : -3%	12%	-19%
Cc1ccc2nc(N3C(=O)C(O)=C(C(=O)c4ccc(C)o4)C3c3ccc(O)cc3)sc2c1 (stereo not drawn)
 : -22%	.	?
CCc1ccc(NC(=O)N2CCN(C(=O)c3nsc4ccccc34)CC2)cc1
 : -18%	.	2%
O=C(NNC(=O)c1cc(S(=O)(=O)N2CCOCC2)c(Cl)cc1Cl)c1ccccc1F
 : -5%	.	-3%

Individual results from the list:
CC1(C)OC(=O)C(=Cc2ccc(-c3ccc(Cl)c(C(=O)O)c3)o2)C(=O)O1 in N370S GC mod → -3%
O=C(Nc1ccc(F)cc1)C1CC(=O)n2c(nc3ccccc32)N1 (stereo not drawn) in N370S GC mod → 3%

The list goes on.
Values run as follows: FEN1 inh	N370S GC mod	KAT2A inh
O=C(O)CC(NCc1ccco1)C(=O)OCCc1ccccc1 (stereo not drawn)
 : 1%	0%	-8%
CC(C)(C)N(Cc1ccccc1)C(=O)COC(=O)CN1C(=O)C2CC=CCC2C1=O (stereo not drawn)
 : 7%	1%	-2%
Cc1cc(C)cc(NC(=O)CSc2nnc(-c3ccccc3)n2N)c1
 : -13%	0%	-1%
CC(C)CN(C(=O)CSc1ncnc2sccc12)C1CCS(=O)(=O)C1 (stereo not drawn)
 : 12%	.	-2%
Cc1ccc(N2C(=O)C3C(C2=O)C(C(=O)c2ccc(Cl)cc2)N2CCCC32)cc1 (stereo not drawn)
 : 3%	4%	-14%
CC1SCC(=O)N(CC(=O)NCCc2ccccc2)C1=O (stereo not drawn)
 : 1%	-5%	-11%
